Mtb RmlCD inh – inhibitors of Mycobacterium tuberculosis RmlC and RmlD coupled enzymes; AID 1533; RmlC+RmlD coupled enzyme assay, percent inhibition; primary screen in compound mixtures; 0.03% of 160,000 active; inhibition, % at 3.6 µM; in the data active = inhibition mostly above about 34%, no sharp cut-off; inconclusive = no clear call, values can overlap the other calls; inactive = mostly below about 22%; note: some results filed as inactive read as strong as hits
Target sequence (P9WH09 whole entry, looked up): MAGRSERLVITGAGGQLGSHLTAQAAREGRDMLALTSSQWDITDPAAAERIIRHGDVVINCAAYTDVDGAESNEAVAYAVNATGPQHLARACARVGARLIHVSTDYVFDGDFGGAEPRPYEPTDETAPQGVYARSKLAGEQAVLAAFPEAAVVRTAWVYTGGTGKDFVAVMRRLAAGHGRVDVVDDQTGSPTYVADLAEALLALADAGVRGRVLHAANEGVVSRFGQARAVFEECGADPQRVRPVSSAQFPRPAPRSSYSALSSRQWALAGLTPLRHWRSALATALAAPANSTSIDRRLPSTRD
Target sequence (P9WH11 whole entry, looked up): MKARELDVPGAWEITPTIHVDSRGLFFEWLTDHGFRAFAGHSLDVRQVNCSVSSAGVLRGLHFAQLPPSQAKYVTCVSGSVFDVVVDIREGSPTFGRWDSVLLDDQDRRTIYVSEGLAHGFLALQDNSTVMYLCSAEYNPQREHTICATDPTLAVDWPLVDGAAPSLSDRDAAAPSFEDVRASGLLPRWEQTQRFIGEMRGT
M. tuberculosis GlmU – inhibition of mycobacterial GlmU enzyme – biochemical, glucosamine-1-phosphate acetyltransferase (AID 1376); M. tuberculosis GlmU acetyltransferase enzyme assay; higher % means a stronger effect; inhibition, %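 (tested at 30 µM in the primary screen)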, or IC50 in µM where a hit was titrated; 0.25% of 220,000 active; in the data active = inhibition above about 13%; inconclusive = no clear call, values can overlap the other calls;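 note: 0% = complete reaction with vehicle and 100% = reaction without substrate; strong numbers were not always called active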
An asterisk follows results filed as active; ? = inconclusive; · = not tested or not shown. An excerpt. The share of hits here may be higher or lower than overall.

Values run as follows: Mtb RmlCD inh, M. tuberculosis GlmU
CCOC(=O)Cc1csc(NC(=O)C(CC(C)C)NC(=O)C2CCCCC2)n1 (stereo unspecified)
    9, -3.4%
COc1ccc(-n2c(N)c(C(=O)NCC3CCCO3)c3nc4ccccc4nc32)c(OC)c1 (stereo unspecified)
    ·, -4.9%
Cc1ccc(C(=O)Nn2c(O)c(C=C3N=c4ccccc4=N3)sc2=S)cc1
    0, -1.9%
CN=C(Nc1cccc(OC)c1)SC1CC(=O)N(c2ccc(C(=O)O)cc2)C1=O (stereo unspecified)
    -1, 2.0%
CCn1cc(CN2CCN(CCc3ccccc3)C(CCO)C2)c(C)n1 (stereo unspecified)
    -5, -6.3%
O=C(NCCc1csc(-c2cccnc2)n1)c1cccc(Cl)c1
    9, 5.6%
Cc1cccc(Cn2c(=O)n(-c3ccc(CC(=O)NCc4ccco4)cc3)c(=O)c3sccc32)c1
    -9, -2.0%
CN(C)c1nc(N2CCN(c3ccccc3)CC2)c(C#N)c(=O)o1
    -8, 7.4%
COc1cccc(-n2c(COc3ccc(C)cc3)nnc2SCC(N)=O)c1
    1, -4.1%
CCC(CC)c1nnc(NC(=O)c2c(-c3ccccc3)noc2C)s1
    -5, 4.7%
Cc1ccc(NC(=O)N/C=C/c2ccco2)c(C)c1
    -2, 9.8%
CCCNC(=O)c1c(N)n(Cc2ccco2)c2nc3ccccc3nc12
    13, 3.0%
COc1ccccc1-c1nnc(SCC(=O)Nc2ccc(S(N)(=O)=O)cc2)n1C
    -3, -4.9%
COc1ccc(C2NC(=O)NC(O)(C(F)(F)F)C2C(=O)c2ccc(C)cc2)cc1 (stereo unspecified)
    -16, -1.4%
CCCCOc1ccc(-c2nnn(CCC(=O)N3CCOCC3)n2)cc1
    0, -0.7%
COc1ccccc1N1CCN(Cc2cnc(-c3ccccc3)[nH]2)CC1
    4, -4.1%
CC(C)C(C)NC(=O)COc1ncnc2sccc12 (stereo unspecified)
    -10, -7.8%
COc1ccc2nc(SCCC(=O)O)cc(C)c2c1
    -11, 6.7%
COc1ccc(C(=O)NCC(=O)OCC(=O)Nc2cccc(S(=O)(=O)N3CCCC3)c2)cc1
    -7, -2.0%
COc1ccc(/C=C/C(=O)Nc2ccccc2C(F)(F)F)cc1
    ·, -3.4%

New compounds follow:
Values run as follows: Mtb RmlCD inh, M. tuberculosis GlmU
CC(C)Oc1ccc(Cc2n[nH]c(=S)n2Cc2ccccc2)cc1Cl
    -15, 10%
CC(NC(=O)CCC(=O)N1CCN(S(=O)(=O)c2ccc(Cl)cc2)CC1)c1ccccc1 (stereo unspecified)
    -15, 3.5%
C=CCNC(=S)NC(=O)c1ccc(C)c(Br)c1
    0, 3.5%
Cc1cc(C)cc(C(=O)NCC(=O)OCC(=O)N(C)C2CCS(=O)(=O)C2)c1 (stereo unspecified)
    ·, 6.7%
Cn1nc(SCC(=O)O)sc1=S
    -5, 9.4%
O=C(NNS(=O)(=O)c1ccc(Cl)cc1Cl)c1cc2ncc(C(F)(F)F)cc2s1
    2, -1.1%
Cc1ccc(-c2nnc(-c3cccs3)o2)cc1
    9, 0.6%
COc1ccc(N(CC(=O)Nc2cccc(N(C)S(C)(=O)=O)c2)S(C)(=O)=O)cc1OC
    -8, 2.8%
COCCCNC(=O)C1CCCN(S(C)(=O)=O)C1 (stereo unspecified)
    ·, 0.4%
CCOC(=O)C1(Cc2ccc(OC)cc2)CCN(C(=O)c2csc(C)n2)CC1
    ·, 3.9%
CCc1cc(SC#N)cc(C)c1N
    3, -4.4%
CCN(CC(=O)Nc1ccc(Cl)c(S(=O)(=O)N(C)C)c1)CC(=O)NC(C)C
    -7, 2.0%
COCCNC(=O)CSc1ncnc2sccc12
    8, -0.5%
CCCN(Cc1cc2cccc(C)c2[nH]c1=O)C(=O)c1cccc(OC)c1
    ·, -2.3%
COc1cccc(-c2nnc(SCCOc3ccc4c(C)cc(=O)oc4c3)o2)c1
    -6, 4.6%
CS(=O)(=O)N1CCN(C(=O)NC23CC4CC(CC(C4)C2)C3)CC1
    7, 6.2%
CCOc1ccc2nc(Cl)c(CN(C(C)=O)C3CCCCC3)cc2c1
    10, 4.8%
CCC(C)C1C(C#N)=C(N)Oc2n[nH]c(-c3ccccc3)c21 (stereo unspecified)
    11, -1.5%
COc1cc(C(=O)NCC(=O)n2nc(C)cc2C)cc(OC)c1OC
    ·, -0.7%
CCOc1ccc(N=Cc2c(O)cc(C)oc2=O)cc1
    -4, -7.7%

The results go on.
Values run as follows: Mtb RmlCD inh, M. tuberculosis GlmU
COc1cccc(C(=O)O/N=C(\N)c2ccncc2)c1
    -55, 2.0%
COC(=O)C1=NN(C(=O)c2ccc(Cl)cc2)C(O)(c2ccccc2)C1 (stereo unspecified)
    28, -1.9%
COc1ccccc1NC(=S)N(CCc1c(C)[nH]c2ccccc12)Cc1cccs1
    6, -3.9%
COc1ccc(-c2cc(C#N)nc(Cl)n2)cc1
    -1, -5.0%
N#Cc1c2c(c(NCCN3CCOCC3)n3c1nc1ccccc13)CCCC2
    4, 6.8%
Cc1csc2ncc(C(=O)N(Cc3ccccc3)c3ccccn3)c(=O)n12
    1, 4.6%
COc1ccc(OCCCC(=O)Nc2cccc([N+](=O)[O-])c2C)cc1
    4, -0.6%
CCC(=O)Oc1ccc2c(=O)c(-c3ccc4ccccc4n3)c(CC)oc2c1C
    3, -6.2%
CCOc1ccc(C(CC(=O)O)NC(=O)COc2ccccc2OC)cc1OC (stereo unspecified)
    -13, -0.1%
CCOC(=O)Cc1csc(NC(=O)CCS(=O)(=O)Cc2ccccc2)n1
    -9, -5.8%
CNC(=O)c1sc(-c2cccnc2)nc1C
    ·, -0.1%
CC(=O)NC12CC3CC(C1)CC(C(=O)OCC(=O)c1ccc4c(c1)OCCO4)(C3)C2
    ·, 5.5%
Cc1occc1C(=O)Nc1cccc(/C=C/C(=O)O)c1
    ·, 0.4%
CCOC(=O)C1C(CC)NC(=S)NC1(C)O (stereo unspecified)
    -2, -6.4%
C=CCNC(=S)N/N=C/c1cn(C)c2ccccc12
    4, 4.3%
CCCCn1c(=O)c(C(=O)Nc2nnc(C(C)C)s2)c(O)c2ccccc21
    12, 0.2%
CC(C)c1nnc(SCC(=O)NCc2ccco2)n1C
    7, 6.3%
NC[C@@H]1O[C@H](O[C@H]2[C@@H](O)[C@H](O[C@@H]3[C@@H](O)[C@H](N)C[C@H](N)[C@H]3O[C@H]3O[C@H](CO)[C@@H](O)[C@H](O)[C@H]3N)O[C@@H]2CO)[C@H](N)[C@@H](O)[C@@H]1O
    0, ·
CCCC12CN3CC(C)(CN(C1)C3c1ccco1)C2=O (stereo unspecified)
    -9, -2.5%
CCCCCC1CC(=O)N(Cc2ccccc2)C(=O)N1 (stereo unspecified)
    ·, -1.6%

The list continues:
Values run as follows: Mtb RmlCD inh, M. tuberculosis GlmU
CC(C)(C)c1ccc(NC(=O)COC(=O)CCN2C(=O)c3cccc([N+](=O)[O-])c3C2=O)cc1
    0, 3.5%
COc1ccccc1C(=O)N/C(=C\c1ccc(Br)cc1)C(=O)NCC(=O)O
    2, 0.7%
O=C(CSc1ncccn1)N1CCN(C(=O)CSc2ncccn2)CC1
    ·, 3.6%
CCCCOC(=O)C1=C(C)Nc2ncnn2C1c1ccc(OCC)c(OC)c1 (stereo unspecified)
    ·, 0.7%
CN1CCN(C(=O)c2ccc3c(=O)n(Cc4ccc(Cl)cc4)c(=S)[nH]c3c2)CC1
    ·, -0.7%
O=C(Oc1ccccc1)c1ccccc1OS(=O)(=O)c1ccccc1
    ·, 5.7%
Cc1cc(NC(=O)C2(c3ccccc3)CCCC2)no1
    11, 6.7%
CC(C)CN(C(=O)c1ccco1)c1nc2ccccc2s1
    -3, 3.9%
COc1ccc(CN(C)C(=S)Nc2ccc(Cl)cc2)cc1
    -2, -5.6%
Cn1nnnc1SCCNCc1ccccc1F
    15, 2.2%
O=C(CCc1nnc(Cc2c[nH]c3ccccc23)o1)NC(C1CC1)C1CC1
    4, 1.8%
O=C(CN1CCN(CC(=O)c2ccc(F)cc2)CC1)Nc1ccccc1Cl
    ·, 7.5%
COc1ccc(-c2cc(-c3nnc(COC(=O)CC4CC5CCC4C5)o3)c3ccccc3n2)cc1OC (stereo unspecified)
    0, -7.0%
NC(=O)C1CCN(C(=O)Nc2csc3ccccc23)CC1
    4, 74%
CCOC(=O)CSc1nnc(Cc2ccccc2)n1CC1CCCO1 (stereo unspecified)
    -4, 0.3%
Cc1nc(CCNC(=O)Cc2ccccc2)cs1
    ·, -1.8%
Cc1cc(-c2ccco2)n(-c2ccccc2)n1
    ·, -2.0%
COc1cc2c(cc1OC)C(c1ccc(N(C)C)cc1)CC(=O)N2 (stereo unspecified)
    2, -5.3%
CCCCSc1nnc(-c2ccc(C)cc2)c2ccccc12
    5, 2.8%
Cc1ccc(NC2=NCC(Cc3ccc(Br)cc3)S2)cc1 (stereo unspecified)
    8, 2.6%

(listing goes on)
Values run as follows: Mtb RmlCD inh, M. tuberculosis GlmU
CN(C)c1ccc(/C=N/NC(=O)CN2CCN(c3ccc(F)cc3)CC2)cc1
    6, -3.8%
Cc1ccc(N2CC(C(=O)Nc3nnc(SCC(=O)Nc4cc(C)on4)s3)CC2=O)cc1 (stereo unspecified)
    -10, -3.0%
CCCCc1c(O)nc(SCC(=O)O)[nH]c1=O
    8, -2.1%
CCOCCCNC(=O)C1CCN(S(=O)(=O)N2CCCC2)CC1
    -10, -2.3%
Cc1cc(-c2ccccc2)n(-c2ccc(C(N)=O)cc2)n1
    4, 1.6%
O=c1c2ccccc2cnn1Cc1n[nH]c(=S)n1-c1ccc(F)c(Cl)c1
    3, 1.6%
Clc1ccc(-c2nnc3n2CCCCC3)cc1
    ·, 1.5%
O=C(COC(=O)CNC(=O)C1CCCCC1)Nc1ccc2ccccc2c1
    -6, 0.3%
Fc1c(F)c(F)c(CSc2nc3ccccc3[nH]2)c(F)c1F
    ·, 4.8%
CC1=C(N2CCCCC2)CCC1=O
    ·, -3.7%
O=C(C1CCN(S(=O)(=O)c2ccccc2F)CC1)N1CCc2ccccc2C1
    21, 0.5%
CCC(C)C1C(C#N)=C(N)Oc2n[nH]c(C)c21 (stereo unspecified)
    11, 1.9%
Cc1ccc([N+](=O)[O-])cc1NC(=O)c1ccccc1
    -2, -6.8%
O=C(N/N=C/c1c[nH]c2ccccc12)c1ccn(Cc2ccc(Cl)cc2Cl)n1
    -8, ·
O=C(CSc1nc2ccccc2c(=O)n1-c1ccccc1)NCc1ccco1
    16, 1.7%
Cc1ccnc(-n2c(C)cc(/C=N/NC(=O)COc3cccc4cccnc34)c2C)c1
    -13, 6.3%
O=C(Nc1ccccc1)Nc1nncs1
    7, 1.2%
CCC12CN(C(=O)c3ccc([N+](=O)[O-])cc3)CC(CC)(CN(C(=O)c3ccc([N+](=O)[O-])cc3)C1)C2=O
    7, 1.6%
O=S(=O)(Nc1ccccc1)c1ccc(-c2csnn2)cc1
    12, -6.0%
N#Cc1c(SCc2ccc(Cl)cc2)sc(C(=O)c2ccccc2)c1N
    0, -1.5%

(listing goes on)
Values run as follows: Mtb RmlCD inh, M. tuberculosis GlmU
COc1ccc(-c2cc(-c3cccs3)c(C#N)c(SCC(=O)NCc3ccco3)n2)cc1
    14, 3.1%
O=C(c1ccc(-c2ccccc2)cc1)C1CCCN(C(=O)c2cncs2)C1 (stereo unspecified)
    -2, -4.5%
Cc1noc(C)c1CSc1ncnc2sc(C)c(C)c12
    11, 0.5%
O=C(Nc1cccnc1)c1ccccc1-c1ccccc1
    10, 8.0%
C/C(CC(=O)N1CCN(C=O)CC1)=N\NC(=O)c1cccc([N+](=O)[O-])c1
    11, 2.0%
CCOC(=O)c1c(C)c(C(=O)N(C)C2CCCCC2)c(C)n1C
    8, 5.0%
CCn1c(=N)n(CCOc2ccc(OC)cc2)c2ccccc21
    ·, 0.1%
COc1ccc(/C=C/C(=O)c2ccc(NC3=NCCCS3)cc2)cc1OC
    22, 3.4%
CC(=NCCCN1CCCCC1)c1c(O)n(Cc2ccccc2)c(=O)[nH]c1=O
    ?, -4.1%
Cc1cc(NC(=O)CSc2nnc(-c3ccoc3C)o2)no1
    18, -4.7%
CC1NC(=S)N(C2CCCCC2)C1=O (stereo unspecified)
    5, 2.6%
CC(=O)NC1C(=O)N=C(SCC(=O)NCc2ccccc2)NC1=O (stereo unspecified)
    7, 2.2%
CCCN1CCC(=O)N([C@H](CSc2ccc(OC)cc2)CC(C)C)CC1
    ·, -1.2%
FC(F)(F)c1ccc(NC2=NCCC2)cc1
    7, -0.2%
Cc1onc(-c2ccccc2Cl)c1C(=O)Nc1ccc(CN2CCCC2)cc1
    ·, -3.1%
O=C(NCc1ccccn1)C1CCC(CNS(=O)(=O)c2cccc3nsnc23)CC1 (stereo unspecified)
    -7, 0.9%
O=C(Nn1c(-c2ccc(Br)cc2)nc2ccccc2c1=O)c1ccc([N+](=O)[O-])cc1
    0, 4.7%

Screening data (PubChem BioAssay)
